BAZ2B block = inhibitors of human BAZ2B bromodomain | AID 504333 | AlphaScreen BAZ2B-H3K14Ac peptide displacement | Potency, µM (top dose mostly 114 µM), for the others: at the top dose activity change, negative = inhibition, actives largely listed as inhibitors | actives 4.4% (n = 360,000); further: potency means the concentration at half of the fitted maximal effect; on the % scale 0 is the no-effect control and ±100 the full control effect; nearly all actives have a fitted effect of over 60% in size
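Inhibition is scored as reduced AlphaScreen emission. The BAZ2B/b-H3(5-23)K14Ac complex (50 nM each) in PBS pH 7.4, 0.01% Tween-20 meets compound (up to 110 uM) for 30 min at RT before bead addition.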
HP1b chromo inh = blocks HP1-beta chromodomain binding to methylated histone tails | P83916 | AlphaScreen HP1-beta / biotin-H3K9me3 peptide binding | Potency, µM (titrated, usually from 114 µM), for inactives: top-dose activity change, negative = inhibition, actives largely listed as inhibitors | actives 0.56% (n = 390,000) | AID 540317; further: potency means the concentration at half of the fitted maximal effect; nearly all actives have a fitted effect of over 70% in size; inactives centre near 23
Target sequence (P83916 whole entry, looked up): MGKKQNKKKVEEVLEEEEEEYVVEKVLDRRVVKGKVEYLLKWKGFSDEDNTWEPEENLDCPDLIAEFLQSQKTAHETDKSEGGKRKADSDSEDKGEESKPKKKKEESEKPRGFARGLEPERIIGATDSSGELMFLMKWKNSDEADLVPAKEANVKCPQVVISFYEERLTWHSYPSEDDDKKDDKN
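Compound inhibition of the preformed complex between 50 nM HP1-beta and 50 nM biotinylated H3K9me3 peptide was read by AlphaScreen. Buffer was PBS pH 7.4 with 0.01% Tween-20. Incubations ran 30 min at room temperature, with 10 ug/mL donor/acceptor beads.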
PI4K2A block = blocks human PI4K2A kinase activity. activity change, negative = inhibition, % at 76.9 µM. actives 0.13% (n = 420,000). purified PI4K2A, ADP-Glo luminescence, 1 h; active compounds read low; in the data active means activity change below about -50%; inconclusive means mostly about -30% to -49%;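 further: -100% = wells without enzyme as full effect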
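PI4K2A activity was measured by ADP-Glo luminescence: enzyme (4 ug/mL stock) and phosphatidylinositol (1.2 mM stock) in Tris pH 7.5/MgCl2/EGTA/Triton X-100 buffer were reacted with ATP (300 microM stock) for one hour at ambient temperature.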
GLS inh = glutaminase GLS (human) inhibition; GLS enzymatic activity, qHTS titration; actives 0.21% (n = 410,000); O94925; Potency, µM (doses to about 45.5 µM), for the others: at the top dose activity change, negative = inhibition, most hits filed as inhibitors; further: potency means the concentration at half of the fitted maximal effect; on the % scale 0 is the no-effect control and ±100 the full control effect
Target sequence (O94925 whole entry, looked up): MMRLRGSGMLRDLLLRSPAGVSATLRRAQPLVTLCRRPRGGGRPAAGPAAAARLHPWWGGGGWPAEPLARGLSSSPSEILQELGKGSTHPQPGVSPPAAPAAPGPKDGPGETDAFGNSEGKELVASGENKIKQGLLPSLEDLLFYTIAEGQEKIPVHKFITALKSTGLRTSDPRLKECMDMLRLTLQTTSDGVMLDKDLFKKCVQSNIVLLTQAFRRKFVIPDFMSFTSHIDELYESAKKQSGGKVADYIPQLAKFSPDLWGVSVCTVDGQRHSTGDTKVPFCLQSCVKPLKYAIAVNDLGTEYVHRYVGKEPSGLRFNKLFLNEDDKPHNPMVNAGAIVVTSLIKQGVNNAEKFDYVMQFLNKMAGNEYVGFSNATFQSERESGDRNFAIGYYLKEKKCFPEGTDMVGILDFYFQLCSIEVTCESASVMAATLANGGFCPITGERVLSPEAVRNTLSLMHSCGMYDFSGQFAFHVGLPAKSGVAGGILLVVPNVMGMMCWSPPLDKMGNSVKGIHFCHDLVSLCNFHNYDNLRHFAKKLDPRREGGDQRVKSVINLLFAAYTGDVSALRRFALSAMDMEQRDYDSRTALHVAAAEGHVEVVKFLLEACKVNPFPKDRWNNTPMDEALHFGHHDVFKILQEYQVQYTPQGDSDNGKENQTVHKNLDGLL
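hKGA; 45 mM KH2PO4 pH 8.2 + 0.02% Tween-20; cpd via pin tool; 1 mM Gln soln; GluOx/HRP/Amplex Red; RT 30 min; fluor. t0 & final.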
JMJD2A Tudor = JMJD2A Tudor domain (human) inhibition; actives 4.4% (n = 390,000); AlphaScreen JMJD2A-Tudor / H3K4me3 peptide binding; O75164; Potency, µM (doses to about 114 µM), for the others: top-dose activity change, negative = inhibition, hits mostly inhibitors; AID 504339; further: potency means the concentration at half of the fitted maximal effect; on the % scale 0 is the no-effect control and ±100 the full control effect; nearly all actives have a fitted effect of over 50% in size
ERG-DNA inh = inhibitors of human ERG Ets domain-DNA interaction; fluorescence polarization, His-ERG Ets domain / labelled DNA; actives 0.028% (n = 370,000); P11308; Potency, µM (titrated, usually from 76.9 µM), for the others: top-dose FP activity, negative = inhibition, most hits filed as inhibitors; AID 624246; active means well fitted inhibition curve with a large enough effect in the polarisation, with a control signal flat; inconclusive means small, poorly fitted or top-dose-only effect, or effect the other way, or a change in a side signal; inactive means no such curve, though single readings can be large or run the other way; the % refers to the polarisation;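 further: polarization taken with two DNA probes labelled with fluorescein and Texas red; potency means the concentration at half of the fitted maximal effect; % of control where 0% means no effect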
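His-tagged ERG Ets domain (1 uM in the protein solution; 300mM KCl, 50mM Tris-HCl, 1mM EDTA, 1mM DTT, pH 7.5) received compound, then a probe mix of 5 nM fluorescein-DNA and 100nM Texas-615-DNA. Fluorescence polarization was read for both dyes.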
Pin1 inhibitor = inhibitors of human Pin1; AID 504891; Pin1 FP peptide displacement, HiFluor488, 10 min; actives 0.009% (n = 390,000); Potency, µM (series often up to 115 µM), without a hit: at the top dose activity, negative = inhibition, actives largely listed as inhibitors; active means well fitted inhibition curve with a large enough effect in the polarisation, with a control signal flat, not every such curve was filed as active; inconclusive means small, poorly fitted or top-dose-only effect, or effect the other way, or a change in a side signal; inactive means no such curve, though single readings can be large or run the other way; the % refers to the polarisation; further: potency means the concentration at half of the fitted maximal effect; on the % scale 0 is the no-effect control and ±100 the full control effect
Target sequence (Q13526 whole entry, looked up): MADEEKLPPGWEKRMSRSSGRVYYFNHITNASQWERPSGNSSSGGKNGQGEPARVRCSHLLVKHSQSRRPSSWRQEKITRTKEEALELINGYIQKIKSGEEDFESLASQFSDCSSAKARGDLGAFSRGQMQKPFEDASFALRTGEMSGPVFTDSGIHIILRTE
Tb PGK inh = inhibitors of T. brucei phosphoglycerate kinase; PGK/GAPDH coupled, Kinase-Glo luminescence, 60 min; Potency, µM (titrated, usually from 57.5 µM), without a hit: at the highest dose activity change, negative = inhibition, actives largely listed as inhibitors; actives 0.043% (n = 380,000); further: potency means the concentration at half of the fitted maximal effect; on the % scale 0 is the no-effect control and ±100 the full control effect; nearly all actives have a fitted effect of over 60% in size
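Luminescent ATP detection (Kinase-Glo Plus) follows a 60-minute room-temperature incubation, with wells lacking PGK as controls. Buffer: 100 mM TEA (pH 7.6), 5 mM MgCl2, 0.01% Tween-20. Coupling enzyme GAPDH (100 nM final) supplies unstable 1,3-BPG in-well.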
G9a block = G9a (human) methyltransferase inhibition. Q96KQ7. G9a H3K9 monomethylation, AlphaScreen, 2 h. Potency, µM (titrated, usually from 102 µM), without a hit: at the top dose activity, negative = inhibition, usual class: inhibitors. actives 8.8% (n = 350,000); further: potency means the concentration at half of the fitted maximal effect; on the % scale 0 is the no-effect control and ±100 the full control effect; nearly all actives have a fitted effect of over 75% in size
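Quantitative HTS format: methyltransferase activity on a biotin-tagged H3K9 peptide is measured by AlphaScreen, using a rabbit anti-monomethyl-H3K9 antibody with streptavidin donor and anti-IgG acceptor beads. Final levels are 20 nM enzyme, 500 nM peptide, 20 uM SAM; 2 h RT.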
* marks the source's active call; other numbers are inactive results; i = inactive; ? = inconclusive; · = not tested or not shown; [ ] = another dose, or the depositor's remark. Unless noted, the call rests on the fitted dose curve; in most records, active means well fitted curve in the direction sought with a large enough effect; inconclusive means small, poorly fitted or top-dose-only effect, or another doubt; inactive means no such curve, though single readings can be large; an effect the other way counts as inactive or inconclusive. This is a random part of the collection, and some 11% of all compounds hit somewhere here.

BAZ2B block,HP1b chromo inh,PI4K2A block,GLS inh,JMJD2A Tudor,ERG-DNA inh,Pin1 inhibitor,Tb PGK inh,G9a block,mol
27%,121%[activator],-6,-2%,21%,-7%,2%,-7%,39%[59 µM],O=C(COC(=O)C1CC1)Nc1ccccc1Sc1ccccc1
10%,10%,2,-1%,-3%,-8%,1%,-6%,-1%[59 µM],CSc1ccc(C2C3(C#N)C(N)=NC4(OCCO4)C23C#N)cc1 (centres undefined)
-17%,47%[activator],-4,-1%,-26%,-6%,2%,-2%,-29%,C[C@H](NC(=O)c1nc[nH]c1C(=O)N[C@@H](Cc1ccccc1)C(=O)OCc1ccccc1)C(=O)OC(C)(C)C
50%[activator],100%[activator],-3,-1%,45%[activator],-1%,?,0%,14%[59 µM],CCOC(=O)C1CCCN(C(=O)c2ccc(-n3ccc4ccccc43)s2)C1 (centres undefined)
-21%,28%,5,-1%,-18%,-2%,6%,1%,5%,CC(=O)N1c2ccc(S(=O)(=O)N3CCCC(C(=O)Nc4cc(C)cc(C)c4)C3)cc2CC1C (centres undefined)
0%,8%,1,-6%,-15%,1%,-4%,i,-5%,C=CCN(C(=O)c1csnn1)C(C(=O)NC1CCCC1)c1ccc(F)cc1 (centres undefined)
-4%,73%[activator],2,1%,-7%,4%,3%,i,2%[0.501 µM],O=C(NCCN1CCOCC1)c1c(Cl)cccc1Cl
2%,40%[activator],-1,0%,-9%,13%,4%,-8%,-36%[59 µM],O=C(CCCNC(=O)c1ccc(Cl)cc1)Nc1cccc(S(=O)(=O)N2CCCCC2)c1
-4%,60%[activator],0,15%,-5%,-8%,2%,-1%,11%,Cc1cc(C)n2c(SCC(=O)Nc3ccccc3)nnc2n1
·,35%,7,-3%,-12%,4%,-4%,-3%,·,CCCCC[C@@H]1C=C(C(=O)O)[C@H](c2ccc(C#N)cc2)N1S(=O)(=O)c1ccc(C)cc1
-14%[57.1 µM],32%,3,0%,-9%,3%,0%,-1%,-6%,CCOC(=O)C1CCCN(C(=O)c2ccccc2NC(=O)C2=C(C)OCCS2)C1 (centres undefined)
-14%,19%,4,13%,-24%,-5%,-10%,-10%,0%,CC(C)=C(NC(=O)c1ccccc1)C(=O)NCCc1nc2ccccc2[nH]1
-1%,48%[activator],-10,3%,-1%,0%,-3%,3%,4%,Cc1cccc(N(C(=O)Cc2cccs2)C(C(=O)NC2CCCC2)c2ccncc2)c1 (centres undefined)
-2%,20%,-2,4%,-14%,4%,-2%,-2%,22%,O=C(COC(=O)CNC(=O)c1ccccc1F)NCCC1=CCCCC1
6%,40%[activator],-2,-4%,-4%,-8%,-10%,9%,15%,CCn1c(N2CCC(C)CC2)nc2c1c(=O)n(C)c(=O)n2C
-18%,-1%,-1,10%,-17%,-9%,0%,-6%,35µM*,CCOC(=O)c1cnc(SCC(=O)N2CCN(c3ccccc3)CC2)nc1N
-19%,14%,3,14%,?,16%,59%[activator],8%,10µM*,CCOc1ccc(C2C(C(=O)c3ccc(C)o3)=C(O)C(=O)N2c2nc(C)c(C(=O)OC)s2)cc1 (centres undefined)
-8%,31%,0,1%,-8%,-1%,?,3%,28%,CSCC(C)N1CCC(n2nccc2NC(=O)c2ccc3c(c2)OCO3)CC1 (centres undefined)
-2%,19%,-4,-1%,-9%,2%,-2%,i,-30%,CC(=O)NC(CC(=O)OC(C)C(=O)Nc1ccc(Cl)cn1)c1ccccc1 (centres undefined)
?,51%[activator],-6,6%,-1%,-4%,1%,-2%,23%,O=C(CSCc1ccccc1)NCc1ccc2c(c1)OCO2
14%,?,-9,?,-15%[11.4 µM],-7%,4%,-3%,11%[59 µM],COc1cc(NC(=O)Cc2cccs2)cc(OC)c1
-3%,11%,-3,5%,-23%,·,36%[activator],-12%,-29%,CN(CC(=O)Nc1c(Cl)cccc1Cl)C(=O)c1cc(-c2cccs2)nn1-c1ccccc1
9%,28%,-4,0%,-13%,-2%,-1%,1%,25%[59 µM],CCOC(=O)C1=C(C)NC(=O)NC1/C(C)=C/c1ccccc1 (centres undefined)
-35%,5%,4,14%,-17%,-5%,3%,0%,30%[59 µM],COc1ccccc1NC(=S)N(Cc1ccccc1)Cc1cccnc1
-30%,65%[activator],-7,22%,-15%,-1%,-1%,-2%,-13%[59 µM],COc1cc(Cl)ccc1NC(=S)N(CCN1CCOCC1)C1CCN(C(C)=O)CC1
-4%,19%,1,7%,-10%,11%,-2%,-11%,-6%,Cc1ccc(N(CC(=O)Nc2cc(C)ccc2C)S(C)(=O)=O)cc1
5%,15%,6,6%,-14%,-9%,-1%,-5%,-5%,CCCCOc1ccc(C(=O)NC(=S)Nc2ccc(CN3CCOCC3)cc2)cc1
?,48%[activator],-1,2%,-30%,-13%,-5%,-1%,-46%,Fc1ccc(-n2cc(-c3ccccc3)c3c(N4CCOCC4)ncnc32)cc1
?,-15%,4,0%,-22%,4%,4%,-4%,50µM*,COc1ccc(CN2C(=O)C(C)S/C2=N/N=C/c2ccco2)cc1 (centres undefined)
-8%,5%,5,-9%,-4%,-2%,7%,-1%,16%[12.7 µM],CCCn1c(C)cc(C(=O)COC(=O)c2cc(S(=O)(=O)NCC(C)C)c(Cl)cc2Cl)c1C
-2%,11%,-1,-8%,-17%,1%,6%,i,12%[59 µM],CC(C)NC(=S)N1CCN(S(C)(=O)=O)CC1
-8%,27%,-8,0%,-11%,5%,0%,3%,-29%[59 µM],CCN(CC)CCCNC(=O)Cn1ncc2c3ccccc3n(Cc3ccccc3)c2c1=O
12%,14%,-2,-5%,-10%,4%,4%,-10%,-7%[59 µM],COc1ccc(C(C)=O)cc1COC(=O)c1ccc(C)c(S(=O)(=O)N2CCOCC2)c1
1%,49%[activator],-5,-1%,14%,8%,0%,4%,55%[activator],Cc1cccc(OCCCC(=O)N2CCCCCC2)c1C
-1%,15%,-1,1%,-10%,2%,0%,-7%,?,COc1cc(CC(NC(C)=O)C(=O)NC2CCN(c3c(Cc4ccccc4)c(C)nc4ncnn34)CC2)cc(OC)c1 (centres undefined)
145%[activator],261%[activator],0,-10%,116%[activator],4%,-12%,-1%,170%[activator],Cc1cc(N2CCCCC2)n2nc(C)c(-c3ccccc3)c2n1
?,1%,1,5%,-11%,3%,-1%,i,50µM*,Cc1ccccc1C(=O)Nc1sc2c(c1C(=O)O)CCC2
·,15%,1,13%,-10%,-2%,-2%,8%,·,CC[C@@H]1[C@H]2CCCC(=O)N3CC[C@@H](C[C@H]1O)[C@@H]23
6%[57.1 µM],128%[activator],-4,·,34%,1%,?,0%,58%[activator],O=C(NC(=S)NCc1ccccc1)c1ccccc1F
2%,21%,-2,4%,-18%,-6%,5%,-8%,-3%,Cc1nc2cc(C(F)(F)F)ccc2n1C1CCN(CC(=O)NC(C)(C)C)CC1
15%,20%,0,1%,0%,-9%,10%,0%,·,Cc1cccc(OCCC(=O)Nc2ccc(S(=O)(=O)N3CCCC3)cc2)c1
-9%,3%,1,-20%,-15%,11%,5%,5%,·,N/C(=N\O)c1ccc(N2CCN(c3ncccc3C(F)(F)F)CC2)nc1
-22%,-5%,20,3%,-5%[11.4 µM],0%,-6%,2%,?,O=C(Oc1ccc2c3c(c(=O)oc2c1)CCCC3)c1ccco1
-14%,52%[activator],1,-34%,-6%,3%,1%,2%,-19%,Cc1ccc(NC(=O)c2ccc3ccccc3n2)cc1S(=O)(=O)N(C)C
4%,27%,4,0%,8%,-7%,5%,-5%,-2%[59 µM],O=C(OCC(=O)N1CCCC1=O)c1cc(Cl)ccc1O
2%,41%[activator],0,1%,-1%,12%,-5%,1%,-5%[2.33 µM],Cc1ccc(N(CCC#N)C(=O)CSc2nc3ccccc3c(=O)[nH]2)cc1
?,-15%,-1,14%,-34%,-7%,3%,-3%,?,C/C(CCc1ccc2c(c1)OCO2)=N\NC(=S)NC(C)C
-18%,-9%,-1,6%,-24%,0%,-6%,-12%,?,COC(=O)c1ccc(C2c3[nH]c4ccccc4c3C[C@H]3C(=O)N(C)CC(=O)N23)cc1 (some centres undefined)
1%,29%,9,0%,5%,1%,-9%,i,-3%[59 µM],COc1ccccc1C(=O)N1CCN(Cc2ccc3c(c2)OCO3)CC1

3 compounds already listed, sorted by their value in JMJD2A Tudor, high to low.
| smiles | BAZ2B block | HP1b chromo inh | PI4K2A block | GLS inh | JMJD2A Tudor | ERG-DNA inh | Pin1 inhibitor | Tb PGK inh | G9a block |
| --- | --- | --- | --- | --- | --- | --- | --- | --- | --- |
| Cc1cccc(N(C(=O)Cc2cccs2)C(C(=O)NC2CCCC2)c2ccncc2)c1 (centres undefined) | -1% | 48%[activator] | -10 | 3% | -1% | 0% | -3% | 3% | 4% |
| N/C(=N\O)c1ccc(N2CCN(c3ncccc3C(F)(F)F)CC2)nc1 | -9% | 3% | 1 | -20% | -15% | 11% | 5% | 5% | · |
| COC(=O)c1ccc(C2c3[nH]c4ccccc4c3C[C@H]3C(=O)N(C)CC(=O)N23)cc1 (some centres undefined) | -18% | -9% | -1 | 6% | -24% | 0% | -6% | -12% | ? |

From PubChem
